Source: PubChem
Coupling enz = qHTS Assay for Inhibitors of Fructose-1,6-bisphosphate Aldolase from Giardia Lamblia: Coupling assay counterscreen. actives 0.67% (n = 290,000). activity change, negative = inhibition, % at 58.2 µM, hits read low. coupling enzyme system counterscreen, AmpLite Red fluorescence; in the data active = activity change below about -30%; note: % is set by controls: 0 for no effect and ±100 for the full control effect
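Final compound at 57.5 uM, incubated 10 min at RT with coupling enzyme reagent (glyceraldehyde-3-phosphate), then 20 min with substrate and AmpLite Red detection. Fluorescence read at 525/598 nm; tests interference with the coupling assay, not aldolase inhibition.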
B2AR arrestin = qHTS assay of beta-arrestin-biased ligands of beta2-adrenergic receptor; Beta-2 adrenergic receptor (Homo sapiens), P07550; beta-arrestin recruitment to beta2AR, cell-based reporter; Potency, µM (doses to about 46.1 µM), for the others: at the highest dose activation, usual class: activators; actives 0.02% (n = 330,000);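 note: potency is the fitted concentration of half-maximal effect; 0% = DMSO controls and full agonism = EC100 isoproterenol or metaproterenol; nearly all actives have a fitted effect of over 65% in size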
Target sequence (P07550 whole entry, looked up): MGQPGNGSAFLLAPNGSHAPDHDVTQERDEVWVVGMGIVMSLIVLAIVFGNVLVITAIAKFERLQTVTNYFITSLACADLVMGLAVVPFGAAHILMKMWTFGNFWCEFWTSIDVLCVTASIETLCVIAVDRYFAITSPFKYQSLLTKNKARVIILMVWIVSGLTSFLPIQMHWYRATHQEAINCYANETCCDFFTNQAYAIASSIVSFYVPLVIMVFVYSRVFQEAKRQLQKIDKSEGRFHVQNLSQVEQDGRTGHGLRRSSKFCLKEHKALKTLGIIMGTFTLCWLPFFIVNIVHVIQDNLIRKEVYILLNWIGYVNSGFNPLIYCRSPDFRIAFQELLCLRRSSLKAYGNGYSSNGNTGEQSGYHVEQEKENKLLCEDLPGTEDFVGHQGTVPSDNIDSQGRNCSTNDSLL
KCNH2 WT inh = qHTS for Inhibitors of KCHN2 3.1: Wildtype qHTS. Voltage-gated inwardly rectifying potassium channel KCNH2 (Homo sapiens), Q12809. U2OS, BacMam KCNH2, thallium flux FluxOr; stronger effect = lower value. activity change, % at 1.84 µM. actives 0.37% (n = 340,000). AID 720551, 2013;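 active = maximum activity change below -70%; inconclusive = maximum activity change between -70% and -50%; inactive = maximum activity change above -50%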; note: % is set by controls: 0 for no effect and ±100 for the full control effect
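U2OS cells were transduced with wild-type KCNH2 virus (2.03 x 10^8 / mL) for 4 h at room temperature, then cultured overnight at 37 C. Thallium flux was read with FluxOr dye. Rate constants were normalized to DMSO controls.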
GALK inh = qHTS Assay for Inhibitors of Human Galactokinase (GALK); P51570; Purified GALK, Kinase-Glo residual ATP luminescence; Potency, µM (doses to about 57.5 µM), for the others: at the highest dose activity change, negative = inhibition, actives largely listed as inhibitors; actives 0.007% (n = 270,000); AID 1868, 2009; note: potency is the fitted concentration of half-maximal effect; % is set by controls: 0 for no effect and ±100 for the full control effect
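Human GALK (5 nM) with 35 uM ATP and 100 uM galactose in 20 mM HEPES pH 8.0, 5 mM MgCl2, 60 mM NaCl, 1 mM DTT, 0.01% BSA. After 1 h at room temperature, leftover ATP was read by Kinase-Glo Plus luminescence.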
Menin-MLL TR inh = qHTS Assay for Inhibitors Targeting the Menin-MLL Interaction in MLL Related Leukemias: Competition With Texas Red Labeled MLL-derived Mutant Peptide | Potency, µM (titrated, usually from 61.6 µM), for the others: at the top dose FP activity change, negative = inhibition, most hits filed as inhibitors | Menin + Texas Red MLL mutant peptide, fluorescence polarization | actives 0.23% (n = 270,000); active = well fitted inhibition curve with a large enough effect in the polarisation, with a control signal flat, not every such curve was filed as active; inconclusive = small, poorly fitted or top-dose-only effect, or effect the other way, or a change in a side signal; inactive = no such curve, though single readings can be large or run the other way; the % refers to the polarisation; note: potency is the fitted concentration of half-maximal effect; % of control where 0% means no effect; many of its hits are not listed in these tables
PKM2 activator = qHTS Assay for Activators of Human Muscle isoform 2 Pyruvate Kinase | actives 0.34% (n = 260,000) | Pyruvate kinase PKM (Homo sapiens), P14618 | purified PKM2, Kinase-Glo ATP luminescence, activation; response scale: 0% is enzyme alone, no compound | Potency, µM (doses to about 57.5 µM), for the others: top-dose activation, actives largely listed as activators | AID 1631, 2009; note: potency is the fitted concentration of half-maximal effect; % is set by controls: 0 for no effect and ±100 for the full control effect; nearly all actives have a fitted effect of over 55% in size
Target sequence (P14618 whole entry, looked up, canonical isoform): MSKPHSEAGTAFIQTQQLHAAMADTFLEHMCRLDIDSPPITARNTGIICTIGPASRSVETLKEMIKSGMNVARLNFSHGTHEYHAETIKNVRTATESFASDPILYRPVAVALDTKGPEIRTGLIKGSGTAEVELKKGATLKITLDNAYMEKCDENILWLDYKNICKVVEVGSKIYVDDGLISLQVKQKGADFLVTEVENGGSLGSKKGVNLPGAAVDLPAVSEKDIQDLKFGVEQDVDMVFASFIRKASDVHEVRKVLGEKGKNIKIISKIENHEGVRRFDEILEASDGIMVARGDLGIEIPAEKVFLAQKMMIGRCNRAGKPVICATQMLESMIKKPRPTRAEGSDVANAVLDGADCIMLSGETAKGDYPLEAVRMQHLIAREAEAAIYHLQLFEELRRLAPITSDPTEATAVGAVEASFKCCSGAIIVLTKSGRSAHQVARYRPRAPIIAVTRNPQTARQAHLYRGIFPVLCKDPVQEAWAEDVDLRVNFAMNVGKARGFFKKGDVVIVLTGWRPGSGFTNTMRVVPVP
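hPK-M2, >95% pure; 0.1 mM ADP / 0.5 mM PEP final; imidazole pH7.2 buffer w/ 7 mM MgCl2, 50 mM KCl; 1 h RT; Kinase-Glo lum. Intermediate enzyme activity for dual inhibitor/activator qHTS.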
Giardia kill = Small Molecules that selectively kill Giardia lamblia: qHTS | Giardia lamblia trophozoite viability | activity change, % at 7.66 µM, hits read low | actives 0.15% (n = 340,000); in the data active = activity change below about -80%; inconclusive = between about -30% and that limit;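 note: parasites exposed to compound for two days anaerobically before the ATP read; % is set by controls: 0 for no effect and ±100 for the full control effect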
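Killing of trophozoites was scored by loss of ATP luminescence after a 48 hrs anaerobic exposure to compounds at 37 deg C, using 100 cells per well.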
USP2a block = qHTS Assay for Inhibitors of Ubiquitin-specific Protease USP2a Using CHOP2 as the Reporter; Ubiquitin carboxyl-terminal hydrolase 2 (Homo sapiens), O75604; AID 463254, 2010; Potency, µM (titrated, usually from 38.3 µM), inactives show at the top dose activity change, negative = inhibition, actives largely listed as inhibitors; USP2 core, Ub-CHOP2 coupled fluorogenic reporter, 485/531; actives 0.01% (n = 330,000);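 note: potency is the fitted concentration of half-maximal effect; plate controls were DMSO wells for no effect and full inhibition by NEM control for full effect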
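Deubiquitinase activity read as fluorescence (485/531 nm) after Ub-CHOP2 cleavage activates the enterokinase reporter on its substrate; USP2 core 10nM, Ub-CHOP2 and substrate 25nM each, 30min compound preincubation then 60min RT; data normalized to NEM, curves fitted.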
KCNH2 3.1 block = qHTS for Inhibitors of KCHN2 3.1: Mutant qHTS; Potassium voltage-gated channel subfamily H member 2, brain isoform KCNH2 3.1 (human); U2OS KCNH2 3.1, thallium flux FluxOr; stronger effect = lower value; activity change, % (tested at about 1.8 µM); actives 0.95% (n = 340,000);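 active = maximum activity change below -70%; inconclusive = maximum activity change from -70% to -50%; inactive = maximum activity change above -50%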;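 note: thallium influx rate constant from kinetic fluorescence after stimulation buffer; % is set by controls: 0 for no effect and ±100 for the full control effect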
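Normalized rate constant (relative to positive and negative DMSO controls) derived from a 2 min kinetic fluorescence read after stimulation; U2OS cells expressing the 3.1 isoform via virus at 1.77 x 10^8 /mL.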
TRPV1 ag = HTS Assay for Compounds that Act as Agonists of the Vanilloid Receptor 1 | Transient receptor potential cation channel subfamily V member 1 (Homo sapiens), Q8NER1 | TRPV1-expressing cells, Fluo-8 calcium influx, agonist mode | activation, % at 8.33 µM | actives 0.19% (n = 320,000) | AID 540275, 2011; in the data active = activation above about 80%; inconclusive = between about 30% and that limit; note: 0% is about no effect
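TRPV1-expressing cells were cultured overnight at 35.5C and loaded with Fluo-8 calcium dye for 40 to 90 min at room temperature. After a 10 s baseline, compound was added and calcium influx was read kinetically for 3 min (ex 480/em 520 nm).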
CXXC DNA block = qHTS Fluorescence Polarization Assay for Inhibitors of MLL CXXC domain - DNA interaction; Histone-lysine N-methyltransferase 2A (Homo sapiens), Q03164; MLL-CXXC / FITC-HOXA9 DNA fluorescence polarization; Potency, µM (titrated, usually from 115 µM), for the others: at the top dose activity change, negative = inhibition, actives largely listed as inhibitors; actives 0.037% (n = 290,000); active = well fitted inhibition curve with a large enough effect in the polarisation, with a control signal flat, not every such curve was filed as active; inconclusive = small, poorly fitted or top-dose-only effect, or effect the other way, or a change in a side signal; inactive = no such curve, though single readings can be large or run the other way; the % refers to the polarisation; note: potency is the fitted concentration of half-maximal effect
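Fluorescence polarization: 7 uM MLL-CXXC (stock) preincubated 5 min with compounds, then 50 nM fluorescein-HOX-A9 DNA (stock) added; 30 min ambient. Buffer 50 mM Tris-HCl pH 7.5, 50 mM NaCl, 1 mM DTT, 0.05% BSA.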
Active calls of the source: *; ? = inconclusive; . = no result given; & = joins results of further samples; [ ] = dose if it differs, or a comment. Unless noted, calls come from the whole dose curve; as a rule, active = well fitted curve in the direction sought with a large enough effect; inconclusive = small, poorly fitted or top-dose-only effect, or another doubt; inactive = no such curve, though single readings can be large; an effect the other way counts as inactive or inconclusive. These rows are one share of the data (hit frequency here may not be typical).

SMILES	Coupling enz	B2AR arrestin	KCNH2 WT inh	GALK inh	Menin-MLL TR inh	PKM2 activator	Giardia kill	USP2a block	KCNH2 3.1 block	TRPV1 ag	CXXC DNA block
COC(=O)[C@H](Cc1ccccc1)NC(=O)O[C@H]1C(=O)c2ccc(OC)cc2O[C@@H]1c1ccc2c(c1)OCO2	-1&-1	-1.2%	5	.	-1%&-8%	-2%	-4	-1%	18	2	16%
OCCNCc1ccc(OCc2ccc(Cl)cc2Cl)cc1	4	-0.1%	15	-1%	?	-2%	-8	0%	-84*	2	12%
CCOC(=O)/C(=C/c1c2ccccc2cc2ccccc12)NC(=O)c1ccccc1	-3	0.1%	-13	-4%	0%	3%	-7	-1%	-5	?	11%
CCOc1ccc(C(=O)c2ccncc2)cc1	-1	-0.1%	7	0%	4%	2%	2	1%	4	3	-1%
COc1ccc2nc3oc(C(=O)Nc4ccc(OC)c(OC)c4)cc3cc2c1	1	0.4%	-1	1%	-1%	-10%	7	-4%	2	?	-14%
CC(=O)Nc1ccc(S(=O)(=O)Nc2nc3nc(-c4ccccc4)cc(-c4ccccc4)n3n2)cc1	16	0.0%	6	-2%	38%[activator]	.	-13	0%	7	3	-12%
CCC(=O)Nc1cccc(NC(=O)CSc2nnnn2C2CCCC2)c1	2	0.2%	-17	2%	7%	-13%	-8	1%	10	-2	-8%
O=[N+]([O-])c1cccc(CSc2cccc[n+]2[O-])c1	-2	0.0%	12	0%	20%	-2%	12	4%	5	-2	10%
CCOc1cc(/C=C(\C#N)C(=O)Nc2cccc(C(=O)O)c2)ccc1OCc1ccc(Br)cc1	0	-0.3%	5	0%	?	0%	-2	3%	40	-1	-7%
Cc1ccccc1-c1nc(CS(=O)(=O)CC(=O)N2CCN(C)CC2)c(C)o1	-2	0.4%	0	0%	-15%	.	2	1%	4	4	4%
COc1ccc(Cl)cc1NS(=O)(=O)c1cc(Br)cnc1N	.	0.0%	3	5%	.	.	19	1%	3	2	21%
C/C(=N\NC(=O)COc1ccc(C#N)cc1)c1ccc(N2CCOCC2)cc1	1	0.2%	5	-1%	-5%	4%	-17	2%	-11	0	-4%
O=C1CN(C(=O)CC2C(=O)NCCN2Cc2ccccc2C(F)(F)F)CCN1 (stereo not given)	.	-0.3%	-28	0%	.	-5%	1	1%	1	-4	21%
Cc1[nH]c(=O)[nH]c(=O)c1S(=O)(=O)N1CCCC(C(=O)N2CCN(c3cccc(C(F)(F)F)c3)CC2)C1 (stereo not given)	0	-1.6%	-11	4%	-2%	0%	-1	-1%	16	-1	-2%
COc1ccc(-c2cc(=O)oc3c(C)c(O)ccc23)cc1	1	0.3%	-3	.	10%	.	-7	0%	-2	?	1%
CCOC(=O)c1c(C)oc2ccc(OS(C)(=O)=O)cc12	2	-0.4%	-33	0%	-6%	12%	9	-1%	-7	18	0%
CC(=O)N(CCc1ccccc1)Cc1cc2cc(C)ccc2[nH]c1=O	-1	-0.7%	-7	1%	-20%	0%	-16	-1%	-6	27	-15%
CCSc1nnc(N2C(=O)CC(c3ccsc3)C3=C2CC(C)(C)CC3=O)s1 (stereo not given)	-3	-0.8%	4	0%	3%	3%	0	2%	-2	-3	9%
O=C(NCc1ccccc1Cl)c1cnccc1C(F)(F)F	0	-1.1%	1	0%	.	4%	-4	-2%	-8	3	-4%
CC(C)=C1C(=O)NN(c2ccc(C)c(Cl)c2)C1=O	7	-1.6%	4	.	21%	10%	1	2%	7	-1	2%
CC(C)NC(=O)NC(=O)COc1c(F)c(F)cc(F)c1F	3	-0.2%	-20	-2%	-1%	1%	2	0%	10	3	1%
O=C(NNc1nc2ccccc2s1)Nc1ccc(Cl)c(Cl)c1	2	0.1%	0	-1%	.	1%	0	-6%	4	3	9%
COC(=O)C1C(O)=C(C=Nc2ccc3ccccc3c2)C(=O)CC1(C)C (stereo not given)	-2	0.0%	0	-1%	-13%	0%	22	-1%	11	7	8%
CC1Cc2ccccc2N1C(=O)CSc1ccccc1 (stereo not given)	0	-3.2%	-1	-1%	-7%	-2%	-13	-7%	9	-1	-6%
CC1CCCN(C(=O)Cn2nnc(-c3ccc(F)cc3)n2)C1 (stereo not given)	0	14%	-10	-2%	7%	1%	-7	-1%	-4	25	4%
CC(NCC(O)COc1ccc(Br)cc1)c1ccccc1 (stereo not given)	-2	0.1%	20	-2%	-10%	-8%[0.46 µM]	0	0%	-17	2	5%
COc1ccccc1/C(O)=C(\C#N)c1nc2ccccc2[nH]1	0	0.3%	-5	11%	?	17%	2	-1%	18	-4	-6%
CCN(CC)CCCN(Cc1cc2ccc(C)c(C)c2[nH]c1=O)C(=O)NC1CCCCC1	2	-0.5%	-3	1%	?	-1%	15	1%	-8	0	1%
Cc1cc(OCc2cc(C(=O)N(C)C3CCOC3)no2)cc(C)c1Cl (stereo not given)	.	-0.2%	-14	5%	.	.	-10	-1%	-7	83*	3%
COc1ccc(-c2c(C(=O)O)nc3ccccc3c2C(=O)O)cc1	-34*	-1.2%	-9	0%	17%	0%	-17	-2%	4	5	0%

3 compounds from above, sorted by length of the SMILES, smallest number first:
SMILES	Coupling enz	B2AR arrestin	KCNH2 WT inh	GALK inh	Menin-MLL TR inh	PKM2 activator	Giardia kill	USP2a block	KCNH2 3.1 block	TRPV1 ag	CXXC DNA block
CC(C)NC(=O)NC(=O)COc1c(F)c(F)cc(F)c1F	3	-0.2%	-20	-2%	-1%	1%	2	0%	10	3	1%
CCC(=O)Nc1cccc(NC(=O)CSc2nnnn2C2CCCC2)c1	2	0.2%	-17	2%	7%	-13%	-8	1%	10	-2	-8%
Cc1cc(OCc2cc(C(=O)N(C)C3CCOC3)no2)cc(C)c1Cl (stereo not given)	.	-0.2%	-14	5%	.	.	-10	-1%	-7	83*	3%

Following part
SMILES	Coupling enz	B2AR arrestin	KCNH2 WT inh	GALK inh	Menin-MLL TR inh	PKM2 activator	Giardia kill	USP2a block	KCNH2 3.1 block	TRPV1 ag	CXXC DNA block
Cc1ccc(CN(C)C(=O)CN2C(=O)NC3(CCCc4ccccc43)C2=O)c(C)c1 (stereo not given)	.	-0.6%	5	.	.	.	-3	2%	0	1	.
Cc1ccc(NC(=O)C(C)Sc2nc3nc(C)cc(C)n3n2)cc1 (stereo not given)	.	-0.2%	7	.	.	.	?	2%	-12	1	.
Cc1cc(S(=O)(=O)Nc2ccc(C(=O)NCCCN3CCCC3=O)cc2)ccc1F	.	-0.2%	47	.	.	.	-5	1%	24	-3	.
CCOC(=O)C1=C(COC(=O)/C=C/c2ccco2)NC(=O)NC1C (stereo not given)	.	-0.8%	5	.	.	.	?	0%	-5	-3	.
Cc1csc(/C(C#N)=N/O)n1	-1	0.2%	5	1%	8%	-3%	-8	0%	5	4	8%
N/C(=N\OCC(=O)Nc1ccc(F)c(Cl)c1)c1ccccc1	.	-2.4%	-22	.	.	.	6	1%	-4	.	.
CC1CCCCC1NC(=S)Nc1ccc(SC(F)F)cc1 (stereo not given)	2	0.2%	-7	-6%	.	-4%	12	3%	-5	30	3%

Exported as comma-separated lines: entries from further up
SMILES,Coupling enz,B2AR arrestin,KCNH2 WT inh,GALK inh,Menin-MLL TR inh,PKM2 activator,Giardia kill,USP2a block,KCNH2 3.1 block,TRPV1 ag,CXXC DNA block
Cc1ccc(CN(C)C(=O)CN2C(=O)NC3(CCCc4ccccc43)C2=O)c(C)c1 (stereo not given),.,-0.6%,5,.,.,.,-3,2%,0,1,.
Cc1ccc(NC(=O)C(C)Sc2nc3nc(C)cc(C)n3n2)cc1 (stereo not given),.,-0.2%,7,.,.,.,?,2%,-12,1,.
